From PubChem
HepG2 viability: HepG2 cytotoxicity, counter-screen for TGF-b inhibitors; HepG2 CAGA-GFP viability, ATP luminescence, 18 h; Potency, µM (top dose mostly 46.1 µM), inactives show at the highest dose activity change, negative = cytotoxicity, usual class: cytotoxic; 0.76% of 410,000 active; also: some results filed as inactive show a strong effect at the top dose
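CellTiter-Glo luminescence gave cytotoxicity after 18 hours at 37 degrees C. The cells were HepG2 CAGA-GFP in 1% FBS DMEM, stimulated with 500 pg/mL TGF-beta after compound addition. %Activity was normalised to no-cell wells (complete cell-killing) and DMSO (no toxicity), and curves were fitted and classified.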
KB-3-1 cytotox: kills parental KB-3-1 adenocarcinoma cells. KB-3-1 viability, CellTiter-Glo ATP luminescence, 72 h. Potency, µM (doses to about 46.1 µM), inactives show at the highest dose activity change, negative = cytotoxic, usual class: cytotoxic. 1.4% of 400,000 active. AID 1347075; also: % is scaled to controls: 0 for no effect and ±100 for the full control effect; nearly all actives have a fitted effect of over 60% in size
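Using CellTiter-Glo luminescence, growth of non-resistant KB-3-1 adenocarcinoma cells is assessed 72 h after pin-tool compound addition at 37 °C. Normalized responses across the concentration series yield fitted curves.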
* = called active by the depositor; u = inconclusive. Calls follow the shape of the dose curve; as a rule, active = well fitted curve in the direction sought with a large enough effect; inconclusive = small, poorly fitted or top-dose-only effect, or another doubt; inactive = no such curve, though single readings can be large; an effect the other way counts as inactive or inconclusive. Potency is read from the fitted curve at half-maximal effect. An excerpt; rates above refer to the full screens.

SMILES | HepG2 viability | KB-3-1 cytotox
CCc1ccc(S(=O)(=O)c2cn(C)c3cc(N4CCN(CC)CC4)c(F)cc3c2=O)cc1 | 1% | 5%
O=C(CSc1n[nH]c(-c2ccc(F)cc2)n1)N1CCN(c2ccc(F)cc2)CC1 | -1% | -18%
Cc1ccc(N2C(=O)CCSC23C(=O)N(Cc2ccc(F)cc2)c2ccccc23)cc1 (stereo not given) | -63% | 0%
CCCS(=O)(=O)N1CC(=O)N(c2ccc(Cl)cc2)C(C)(C(=O)NC2CCCC2)C1 (stereo not given) | 7% | 2%
COc1ccc(N2C(=O)CCSC23C(=O)N(Cc2ccc(F)cc2)c2ccccc23)cc1 (stereo not given) | -62% | -1%
CC(C)(C)OC(=O)N1CCC(c2c(C(=O)NCCc3ccsc3)cnn2-c2ccccc2Cl)CC1 | -27% | -4%
Cc1cc(/C=C2\C=Cc3ccccc32)cc(C)c1[N+](=O)[O-] | -27% | -12%
CN(C)c1ccc(/C=C/c2ccnc3ccccc23)cc1N | -26% | -9%
Cc1ccc(C(=O)COC(=O)C(Cc2c[nH]c3ccccc23)NC(=O)c2ccc(Br)cc2)cc1 (stereo not given) | -43% | 17%
Cc1ccc(Cl)cc1N1CCN(C(=O)c2cnc(N3CCOCC3)c3ccccc23)CC1 | -39% | u
CCCN(CCC)S(=O)(=O)c1ccc2c(c1)N(CC(=O)NCc1ccc(F)cc1Cl)C(=O)CS2 | -27% | u
Cc1ccc(C(=O)C(OC(=O)CNC(=O)COc2ccccc2C)c2ccccc2)cc1 (stereo not given) | 3% | -3%
CCN(Cc1ccccc1)C(=O)c1nc(-c2cccc(F)c2)n2c1CCCCC2 | -11% | 5%
Cc1ccc(-c2nnc3ccccc3c2C(=O)Nc2ccccc2F)cc1 | 0% | 20%
COC(=O)CCSc1cc(NCCCOC(C)=O)c([N+](=O)[O-])c2nonc12 | -80% | 0%
OB(O)c1ccc(B(O)O)cc1 | -5% | 32%
CC(C)c1ccc(NC(=O)CSC2=Nc3ccccc3C3=NC(CCC(=O)NCc4cccs4)C(=O)N23)cc1 (stereo not given) | -5% | -10%
COc1ccccc1NC(=O)c1c(-c2ccc(C)cc2)nnc2ccccc12 | -2% | 1%
CCOC(=O)c1cc(-c2ccc(OC)c(S(=O)(=O)N3CCN(c4ccccc4)CC3)c2)on1 | 0% | -28%
CC(=O)Nc1ccc(C)cc1-c1nc2ccccc2n(CC(=O)c2ccc(Cl)cc2)c1=O | 0% | 4%
CCCS(=O)(=O)N1CC(=O)N(c2ccc(C)c(Cl)c2)C(C)(C(=O)NC2CCCCCC2)C1 (stereo not given) | -1% | 4%
Clc1cccc[n+]1CCCCCC[n+]1ccccc1Cl | 7% | 0%
CCOc1ccc(CNC(=O)C2CCN(C3=NS(=O)(=O)C(c4ccc(C)cc4)=C3CC)CC2)cc1 | -28% | -20%
CC(=O)c1cc(-c2ccccc2)n(CCC(=O)NCc2ccc(C)cc2)c1C | -4% | -3%
CC(=O)c1ccc(NC(=O)Cn2ncc3c(C)n(Cc4ccc(F)cc4)c(C)c3c2=O)cc1 | -1% | 6%
Additional entries:
SMILES | HepG2 viability | KB-3-1 cytotox
COCCn1c(C)cc(O)c(C(c2ccccc2)N2CCN(C)CC2)c1=O (stereo not given) | 1% | -15%
C[N+]1(CC(=O)c2ccc(O)c(O)c2)CCOCC1 | -11% | 0%
Cc1ccc(OCC(=O)Nc2ccc(O)c(-c3nc4cc(C)c(C)cc4o3)c2)cc1 | -18% | u
Cc1ccc(C)c(N2CCN(CCCNC(=O)c3cnn(-c4cccc(Cl)c4)c3C3CCN(C(=O)OC(C)(C)C)CC3)CC2)c1 | 8% | u
Cc1cc(C(=O)OCC(=O)NC(=O)C2CCCCC2)ccc1[N+](=O)[O-] | 4% | 6%
Cc1ccc(NC(=O)c2ccc(NC(=O)N3CCSc4nc(C)cc(C)c43)cc2)c(Cl)c1 | -12% | 5%
Cc1ccc(N2CCN(C(=O)c3c4c(nc5ccccc35)C(=O)N(C3CCCCC3)C4)CC2)c(C)c1 | 7% | -9%
O=S(=O)(c1ccc(Br)cc1)c1nnn2c1nc(NCc1ccc3c(c1)OCO3)c1sccc12 | -8% | -5%
CC(C)(C)c1ccc(C(=O)NCC(c2ccco2)S(=O)(=O)c2ccc(F)cc2)cc1 (stereo not given) | -30% | u
COc1ccc(OC)c(/C=C/c2nc3ccccc3nc2C)c1 | 16% | 19%
CN(C)c1ccc(/C=C2/CCCc3c2nc2ccccc2c3C(=O)O)cc1 | -1% | 7%
O=C(CSc1nc2ccccc2nc1Cc1ccc(Cl)cc1)N1CCCCC1 | -43% | -14%
COCCn1c(C)cc(O)c(C(c2ccccc2)N2CCN(c3ccccc3)CC2)c1=O (stereo not given) | -3% | -2%
COc1ccc(Cn2c(CCC(=O)Nc3ccc(Br)c(C)c3)nc3cccnc32)cc1 | -28% | 4%
C=C(Br)COC(c1ccco1)[C@H](Cc1ccccc1)NC(=O)OC(C)(C)C (stereo not given in full) | -28% | u
CCc1cccc(C)c1NC(=O)CSc1n[nH]c(-c2ccccc2)n1 | -28% | -14%
O=C(Nc1nc(-c2ccc3c(c2)OCCO3)cs1)C1CC(=O)N(c2ccc3c(c2)OCCO3)C1 (stereo not given) | -23% | u
CN(C)c1ccc(NC(=O)CSC2=Nc3ccccc3C3=NC(CCC(=O)NCc4cccs4)C(=O)N23)cc1 (stereo not given) | -22% | -16%
COC(=O)c1ccc(Cl)cc1NC(=O)N1CC(C)Oc2ccccc21 (stereo not given) | -19% | 9%
COc1ccc(Nc2c(-c3ccc(N4CCOCC4)cc3)nc3ncccn23)cc1OC | -8% | 5%
COc1ccc(NC(=O)[C@@H]2CC=C[C@@H]3CCN(C4CC4)C(=O)[C@@H]32)cc1 | -35% | 20%
Cc1ccc(NC(=O)N2CCN(C(=O)c3nsc4ccccc34)CC2)cc1C | -18% | -8%
CC(=O)c1ccccc1NS(=O)(=O)c1cc2c(cc1C)NC(=O)CO2 | 3% | 1%
CC(=O)N1c2ccccc2C(=O)C1N1CCN(c2ccc(Cl)cc2)CC1 (stereo not given) | -1% | 32%
CCOc1ccc(OCC)c(NS(=O)(=O)c2cc(-c3cc(C)no3)ccc2C)c1 | -5% | -1%
Other entries follow.
SMILES | HepG2 viability | KB-3-1 cytotox
COC(=O)c1ccc(Cn2c(SCc3cccc(C)c3)nc3ccncc32)cc1 | -34% | 7%
CCN(C(=O)Cn1ncc2c(=O)oc3ccc(C)cc3c21)c1cc(OC)ccc1OC | -4% | -1%
CC(=O)N(Cc1cccnc1)c1nc2cc(C)cc(C)c2s1 | -11% | 3%
CCc1ccc(NC(=O)C(=O)NCC(c2cccnc2)N2CCc3ccccc3C2)cc1 (stereo not given) | -15% | -12%
CN(C)c1ccc(C=O)cc1Cl | 2% | 2%
Brc1ccc(-c2nc(N3CCN(c4ccccc4)CC3)c3ccccc3n2)cc1 | -15% | -4%
Cc1c(Cl)cccc1NC(=O)N1CCN(C(=O)c2nsc3ccccc23)CC1 | -10% | -2%
Cc1ccc(C(=O)CCC(=O)Nc2ccc(C)cc2C)cc1 | -29% | 1%
O=C1CN(C(=O)Nc2ccccc2Cl)C(c2ccccc2)c2c(sc3c2CCCC3)N1 (stereo not given) | -16% | -18%
CNc1ccc(/C=C/c2ccccc2)cc1 | -33% | u
CC(C)c1ccc(NC(=O)c2cn(C3CCCCC3)c(=O)c3c2c2ccccc2n3C)cc1 | -4% | -4%
O=C1c2ccccc2C(=O)C1c1cc2ccccc2cn1 | 6% | -4%
COc1cccc(C(c2c(O)cc(C)n(Cc3ccco3)c2=O)N2CCC(C)CC2)c1 (stereo not given) | -14% | 1%
O=C(CCC1N=C2c3ccccc3N=C(SCc3cccc(F)c3)N2C1=O)NCCc1ccccc1 (stereo not given) | 0% | -1%
CCCCNc1nc2c(S(=O)(=O)c3ccc(Cl)cc3)nnn2c2ccsc12 | -22% | -20%
O=C(Cn1c(=O)n(Cc2nc(-c3ccccc3)no2)c(=O)c2ccccc21)Nc1cccc(Cl)c1 | 2% | -6%
CCOc1ccc(OC(=O)c2c(-c3ccccc3Cl)noc2C)cc1 | -5% | -17%
Cc1cccc(N2CCN(C(=O)c3cn(C4CCCCC4)c(=O)c4c3c3ccccc3n4C)CC2)c1C | -1% | -17%
CCN(CC)c1ccc(C(=O)NCc2ccc3c(c2)CCN3C(=O)c2ccc(F)cc2)cc1 | -1% | 15µM*
CC1(C)Nc2cccc3c(N=Nc4ccc(N=Nc5ccccc5)c5ccccc45)ccc(c23)N1 | -29% | -35%
CCn1c(SC(C)C(=O)NCc2ccco2)nnc1-c1ccccc1 (stereo not given) | 12% | u
Cc1cc(-c2ccc(S(=O)(=O)Nc3cccc(C(F)(F)F)c3)s2)on1 | -25% | -4%
CC(=O)N1CCC(N(C(=O)Nc2ccc(C)c(F)c2)C(C)C)CC1 | 1% | 7%
COc1cc(C(=O)Nc2ccc(OCc3cc(=O)n4cccc(C)c4n3)cc2)cc(OC)c1OC | -1% | 0%
CC(C)(C)c1ccc(C(=O)NCC(c2cccnc2)N2CCc3ccccc3C2)cc1 (stereo not given) | -60% | -20%

Given as comma-separated lines: 7 of the compounds above
Molecule,HepG2 viability,KB-3-1 cytotox
COC(=O)c1ccc(Cn2c(SCc3cccc(C)c3)nc3ccncc32)cc1,-34%,7%
CCN(C(=O)Cn1ncc2c(=O)oc3ccc(C)cc3c21)c1cc(OC)ccc1OC,-4%,-1%
CC(=O)N(Cc1cccnc1)c1nc2cc(C)cc(C)c2s1,-11%,3%
CCc1ccc(NC(=O)C(=O)NCC(c2cccnc2)N2CCc3ccccc3C2)cc1 (stereo not given),-15%,-12%
CN(C)c1ccc(C=O)cc1Cl,2%,2%
Brc1ccc(-c2nc(N3CCN(c4ccccc4)CC3)c3ccccc3n2)cc1,-15%,-4%
Cc1c(Cl)cccc1NC(=O)N1CCN(C(=O)c2nsc3ccccc23)CC1,-10%,-2%

New compounds follow:
SMILES | HepG2 viability | KB-3-1 cytotox
COc1cc(OC)c(NC(=O)Nc2ccccc2OCc2cc(=O)n3cc(C)ccc3n2)cc1Cl | 5% | -3%
CC(C)OCCCN1C(=O)c2[nH]nc(-c3ccccc3O)c2C1c1cccc(OCc2ccccc2)c1 (stereo not given) | 16µM* | 0%
O=C(O)c1ccc2c(c1)N(Cc1ccc(F)cc1)C(=O)c1ccccc1S2=O (stereo not given) | -14% | u
CS(=O)(=O)c1ccc(C(=O)OCC(=O)NC(=O)NC2CCCCC2)cc1[N+](=O)[O-] | 6.3µM* | u
CN(C)c1ccc(C=O)cc1 | -1% | u
Cc1cc(C)c(NC(=O)Cn2cc(S(=O)(=O)Cc3ccccc3F)c3ccccc32)c(C)c1 | -22% | -3%

Entries listed so far containing a COOH group (two):
SMILES | HepG2 viability | KB-3-1 cytotox
CN(C)c1ccc(/C=C2/CCCc3c2nc2ccccc2c3C(=O)O)cc1 | -1% | 7%
O=C(O)c1ccc2c(c1)N(Cc1ccc(F)cc1)C(=O)c1ccccc1S2=O (stereo not given) | -14% | u
